AMA1 RON2 block = AMA1-RON2 (P. falciparum) interaction inhibition; AlphaScreen AMA1-biotinylated RON2 peptide binding; Potency, µM (highest dose often 58.2 µM), inactives show top-dose activity change, negative = inhibition, hits mostly inhibitors; 360,000 compounds, 0.2% hits;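 further: potency means the concentration at half of the fitted maximal effect; 0% = vehicle wells and -100% = peptide control; nearly all actives have a fitted effect of over 45% in size; some results filed as inactive show a strong effect at the top dose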
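AMA1 (3D7) with his tag at 25 nM final met compounds first, then biotinylated RON2 peptide at 25 nM; detection used donor plus acceptor beads, 10 µg/mL apiece, read by AlphaScreen after 30 min at room temperature.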
HCMV antiviral = blocks human cytomegalovirus replication; HFF cells, HCMV-luciferase reporter, 72 h; active compounds read low; activity change, negative = inhibition, % at 57.5 µM; 410,000 compounds, 4.5% hits; AID 1259415; in the data active means activity change below about -60%; inconclusive means no clear call, values can overlap the other calls; inactive means above about -39%; further: on the % scale 0 is the no-effect control and ±100 the full control effect
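Inhibition of viral replication was scored as loss of reporter luminescence in HFFs infected with HCMV-luciferase (MOI 1 PFU/cell) for 72 h; compounds tested at 2 doses, normalized to buffer and Salinomycin controls.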
Cycloheximide cs = counter-screen hit for Shiga toxin inhibitors, cycloheximide | cell reporter, cycloheximide protein synthesis inhibition counterscreen | max response, % | 300,000 compounds, 12% hits | AID 2314; in the data active means max response mostly above about 13%, no sharp cut-off; inactive means mostly below about 14%; further: read at 38.3 µM for the half of the compounds with a filed dose; 0% is about no effect
AmpC inh no detg = AmpC beta-lactamase inhibition without detergent; P00811; AmpC nitrocefin hydrolysis, absorbance 480 nm, 0.0001% Triton; Potency, µM (top dose mostly 57.1 µM), inactives show top-dose activity change, negative = inhibition, actives largely listed as inhibitors; 330,000 compounds, 0.52% hits; AID 485341;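 further: potency means the concentration at half of the fitted maximal effect; plate controls were no compound for no effect and no enzyme for full effect; nearly all actives have a fitted effect of over 20% in size; some results filed as inactive show a strong effect at the top dose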
Target sequence (P00811 whole entry, looked up): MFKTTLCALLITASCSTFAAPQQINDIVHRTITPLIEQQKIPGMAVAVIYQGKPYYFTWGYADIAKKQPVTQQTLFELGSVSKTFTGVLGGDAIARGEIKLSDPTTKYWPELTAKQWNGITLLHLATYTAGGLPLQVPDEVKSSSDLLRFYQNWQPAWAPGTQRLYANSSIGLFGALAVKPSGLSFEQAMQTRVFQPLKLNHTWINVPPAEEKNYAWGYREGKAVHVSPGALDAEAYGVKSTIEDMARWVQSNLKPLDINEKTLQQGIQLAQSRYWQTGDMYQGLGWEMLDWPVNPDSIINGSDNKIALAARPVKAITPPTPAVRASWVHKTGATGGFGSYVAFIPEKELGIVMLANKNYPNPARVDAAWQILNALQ
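AmpC (5.3 nM in the dispensed reagent) in 20 mM phosphate pH 7.0 with 0.01% (detergent screen) or 0.0001% Triton X-100 was preincubated with compounds for 15 min at room temperature. Nitrocefin was then added from an 800 uM solution, and hydrolysis was followed at 480 nm.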
AmpC detergent = blocks E. coli AmpC beta-lactamase in detergent assay | AmpC hydrolysis of nitrocefin, absorbance 480 nm, 0.01% Triton | Potency, µM (top dose mostly 114 µM), for inactives: at the highest dose activity change, negative = inhibition, usual class: inhibitors | 370,000 compounds, 0.041% hits;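 further: potency means the concentration at half of the fitted maximal effect; 0% = no-compound wells and -100% = no-enzyme wells; nearly all actives have a fitted effect of over 25% in size; some results filed as inactive show a strong effect at the top dose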
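20 mM phosphate pH 7.0 + 0.01% (detergent screen) or 0.0001% Triton X-100; 5.3 nM AmpC reagent; cpd preinc 15 min RT; nitrocefin (800 uM stock) to start; A480 q20 s × 4 min; Activity was normalised to no-enzyme and no-compound control wells.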
FBPA Giardia inh = inhibitors of Giardia lamblia fructose-1,6-bisphosphate aldolase | A8B2U2 | purified Giardia FBPA | Potency, µM (doses to about 59.6 µM), inactives show at the highest dose activity, negative = inhibition, actives largely listed as inhibitors | 290,000 compounds, 0.71% hits | AID 2451; further: potency means the concentration at half of the fitted maximal effect; on the % scale 0 is the no-effect control and ±100 the full control effect; nearly all actives have a fitted effect of over 55% in size
Target sequence (A8B2U2 whole entry, looked up): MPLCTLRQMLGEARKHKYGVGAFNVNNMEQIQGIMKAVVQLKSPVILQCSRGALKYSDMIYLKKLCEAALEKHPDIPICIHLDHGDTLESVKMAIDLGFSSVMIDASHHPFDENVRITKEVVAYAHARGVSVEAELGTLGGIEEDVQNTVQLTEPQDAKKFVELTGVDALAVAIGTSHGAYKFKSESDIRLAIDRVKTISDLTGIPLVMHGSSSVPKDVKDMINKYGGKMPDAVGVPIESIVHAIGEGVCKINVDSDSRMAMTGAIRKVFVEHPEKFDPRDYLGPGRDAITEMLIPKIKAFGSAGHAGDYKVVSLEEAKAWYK
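Giardia FBPA (40 nM reagent) was preincubated 10 min at RT with compound (up to 57.5 uM final), then substrate plus GAPDH/TPI/NAD/arsenate coupling system with diaphorase/resazurin was added; resorufin fluorescence (525/598 nm) was read after 20 min.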
Shiga toxin inh = blocks Shiga toxin action in Vero cells; Vero cells, Shiga toxin protein synthesis inhibition reporter; inhibition, % at 38.7 µM; 290,000 compounds, 9.2% hits; in the data active means inhibition mostly above about 28%, no sharp cut-off; inactive means mostly below about 43%; further: 0% is about no effect
Active calls of the source: *; & = joins results of further samples; [ ] = dose if it differs, or a comment. Unless noted, the call rests on the fitted dose curve; in most records, active means well fitted curve in the direction sought with a large enough effect; inconclusive means small, poorly fitted or top-dose-only effect, or another doubt; inactive means no such curve, though single readings can be large; an effect the other way counts as inactive or inconclusive.

A first look, 2 compounds:
What do the screens show for `O=C(Nc1nnc(-c2ccc(Cl)cc2)o1)Nc1ccccc1Cl`?
AMA1 RON2 block: 1%; HCMV antiviral: 10; Cycloheximide cs: 13; AmpC inh no detg: -18%; AmpC detergent: -10%; FBPA Giardia inh: 5%; Shiga toxin inh: 13

Results for O=C(CCNC(=O)c1ccco1)Nc1ccc(SC(F)F)cc1 ?
AMA1 RON2 block: -11%; HCMV antiviral: 68; Cycloheximide cs: 15; AmpC inh no detg: -34%; AmpC detergent: -2%; FBPA Giardia inh: -2%; Shiga toxin inh: 17

The whole of this part, previewed entries included:
What do the screens show for `O=C(Nc1nnc(-c2ccc(Cl)cc2)o1)Nc1ccccc1Cl`?
AMA1 RON2 block: 1%; HCMV antiviral: 10; Cycloheximide cs: 13; AmpC inh no detg: -18%; AmpC detergent: -10%; FBPA Giardia inh: 5%; Shiga toxin inh: 13

Results for O=C(CCNC(=O)c1ccco1)Nc1ccc(SC(F)F)cc1 ?
AMA1 RON2 block: -11%; HCMV antiviral: 68; Cycloheximide cs: 15; AmpC inh no detg: -34%; AmpC detergent: -2%; FBPA Giardia inh: -2%; Shiga toxin inh: 17

How did COc1cccc(N2CCN(Cc3cccc(Cl)c3)CC2)c1 do in these assays?
AMA1 RON2 block: -13%; HCMV antiviral: 36; Cycloheximide cs: -1; AmpC inh no detg: -3%; AmpC detergent: -13%; FBPA Giardia inh: -10%; Shiga toxin inh: 12

What do the screens show for `Cc1cccc(NC(=O)N2CCC(n3nnc4cc(C)ccc43)CC2)c1`?
AMA1 RON2 block: -2%; HCMV antiviral: 36; Cycloheximide cs: 0; AmpC inh no detg: -19%; AmpC detergent: -9%; FBPA Giardia inh: 1%; Shiga toxin inh: 30

Results for COC(=O)CN1C(=O)[C@H]2[C@@H](c3ccc(C)o3)N3C(=O)CN(Cc4ccccc4)C(=O)[C@@]3(C)[C@H]2C1=O ?
AMA1 RON2 block: 11%; HCMV antiviral: -83*; Cycloheximide cs: 6; AmpC inh no detg: 48%; AmpC detergent: 3%; FBPA Giardia inh: -2%; Shiga toxin inh: 3

How did CN1C(=O)c2ccccc2Sc2ccc(NC(=O)N3CCOCC3)cc21 do in these assays?
AMA1 RON2 block: -17%; HCMV antiviral: 33; Cycloheximide cs: -1; AmpC inh no detg: 21%; AmpC detergent: -1%; FBPA Giardia inh: 11%; Shiga toxin inh: 33

What do the screens show for `CN(CC(=O)Nc1ccc(Cl)c(C(F)(F)F)c1)C(=O)CCNC(=O)c1ccco1`?
AMA1 RON2 block: -6%; HCMV antiviral: 8; AmpC inh no detg: 23%; AmpC detergent: inconclusive

Results for CN1CCN(c2ccccc2NC(=O)c2ccc(Br)o2)CC1 ?
AMA1 RON2 block: -2%; HCMV antiviral: -22; Cycloheximide cs: 0; AmpC inh no detg: -24%; AmpC detergent: -5%; FBPA Giardia inh: 6%; Shiga toxin inh: -9

How did Cc1cc(=O)oc2cc(OCC#N)ccc12 do in these assays?
AMA1 RON2 block: 3%; HCMV antiviral: -5; Cycloheximide cs: 5; AmpC inh no detg: inconclusive; AmpC detergent: -2%; FBPA Giardia inh: -4%; Shiga toxin inh: -4

How did COc1cccc2c(=O)c3ccoc3n(C)c12 do in these assays?
AMA1 RON2 block: -4%; HCMV antiviral: -14; Cycloheximide cs: 5; AmpC inh no detg: -27%; AmpC detergent: 8%; FBPA Giardia inh: -7%&0%; Shiga toxin inh: 9

What do the screens show for `Cc1ccccc1Cn1c(-c2cncs2)nc2ccccc21`?
AMA1 RON2 block: -13%; HCMV antiviral: 15; Cycloheximide cs: 8; AmpC inh no detg: 28%; AmpC detergent: 0%; FBPA Giardia inh: 14%; Shiga toxin inh: 39

How did Cn1cccc1C(=O)NNC(=O)COc1ccc(C#N)cc1 do in these assays?
AMA1 RON2 block: 6%; HCMV antiviral: 18; AmpC inh no detg: -16%; AmpC detergent: 9%

What do the screens show for `COc1ccc(C2=CC(=O)C[C@H](c3ccc(F)cc3)C2)c(F)c1F`?
AMA1 RON2 block: 9%; HCMV antiviral: inconclusive; AmpC inh no detg: -9%; AmpC detergent: -5%

How did CN(C(=O)c1ccc(N2CCCCC2)c([N+](=O)[O-])c1)C1(C)CCS(=O)(=O)C1 (stereo unspecified) do in these assays?
AMA1 RON2 block: -18%; HCMV antiviral: -6; Cycloheximide cs: -1; AmpC inh no detg: 46%; AmpC detergent: -10%; Shiga toxin inh: 12

Results for O=C(CNC(=O)c1ccco1)NC1CCCCCC1 ?
AMA1 RON2 block: -6%; HCMV antiviral: 13; AmpC inh no detg: -16%; AmpC detergent: inconclusive

What do the screens show for `COC(=O)c1cc(S(=O)(=O)NCCc2ccc(C)cc2)c[nH]1`?
AMA1 RON2 block: -1%; HCMV antiviral: -35; Cycloheximide cs: 1; AmpC inh no detg: -24%; AmpC detergent: -11%; FBPA Giardia inh: -3%; Shiga toxin inh: -6

Results for CC(=O)Nc1ccc(S(=O)(=O)Nc2cccc(S(=O)(=O)N(C)c3ccccc3)c2)cc1 ?
AMA1 RON2 block: 8%; HCMV antiviral: -31; AmpC inh no detg: -35%; AmpC detergent: -12%

How did COCCCN(C(C)=O)c1nc(-c2ccccc2)cs1 do in these assays?
AMA1 RON2 block: inconclusive; HCMV antiviral: 68; Cycloheximide cs: 39*; AmpC inh no detg: 23%; AmpC detergent: 1%; FBPA Giardia inh: -14%; Shiga toxin inh: 81*

Results for O=C1c2cccnc2C(Nc2ccc(Br)cc2)N1Cc1cccs1 (stereo unspecified) ?
AMA1 RON2 block: -1%; HCMV antiviral: -33; Cycloheximide cs: 6; AmpC inh no detg: 53%; AmpC detergent: 3%; FBPA Giardia inh: -1%; Shiga toxin inh: -18

How did COc1ccc(-n2c(CNC(=O)c3cccs3)n[nH]c2=S)cc1 do in these assays?
AMA1 RON2 block: 2%; HCMV antiviral: -14; Cycloheximide cs: -4; AmpC inh no detg: -8%; AmpC detergent: -12%; FBPA Giardia inh: -23%; Shiga toxin inh: -10

What do the screens show for `Cc1cc2c(cc1C)NC(c1nc3ccccc3[nH]1)C1=C(CC(C)(C)CC1=O)N2` (stereo unspecified)?
AMA1 RON2 block: -6%; HCMV antiviral: -105*; Cycloheximide cs: 3; AmpC inh no detg: -34%; AmpC detergent: -2%; Shiga toxin inh: -4

Results for O=C(COc1ncnc2c1cnn2-c1ccccc1)Nc1ccc(S(=O)(=O)N2CCCCC2)cc1 ?
AMA1 RON2 block: 5%; HCMV antiviral: -33; Cycloheximide cs: -2; AmpC inh no detg: -13%; AmpC detergent: -7%; FBPA Giardia inh: 1%; Shiga toxin inh: -8

Results for Cc1nc2ccccc2n1CCc1nc2c3ccccc3nc(SCC(=O)NCc3ccco3)n2n1 ?
AMA1 RON2 block: 43%[activator]; HCMV antiviral: -62*; Cycloheximide cs: 8; AmpC inh no detg: 137%[activator]; AmpC detergent: -6%; FBPA Giardia inh: -7%; Shiga toxin inh: 2

How did Cc1ccc(/C=C/C(=O)N2CCN(c3cccc(C(F)(F)F)c3)CC2)cc1 do in these assays?
AMA1 RON2 block: -1%; HCMV antiviral: inconclusive; Cycloheximide cs: -3; AmpC inh no detg: 52%; AmpC detergent: -13%; FBPA Giardia inh: -1%; Shiga toxin inh: 2

How did O=[N+]([O-])c1nn(-c2ccc3c(c2)OCCO3)n(O)c1=NCCCO do in these assays?
AMA1 RON2 block: 5%; HCMV antiviral: 16; Cycloheximide cs: 18*; AmpC inh no detg: -8%; AmpC detergent: inconclusive; FBPA Giardia inh: -1%; Shiga toxin inh: 48*

Results for Cc1ccc(OCCCCn2ccnc2)c(Cl)c1 ?
AMA1 RON2 block: -7%; HCMV antiviral: -39; Cycloheximide cs: 27*; AmpC inh no detg: 0%; AmpC detergent: inconclusive; FBPA Giardia inh: -13%; Shiga toxin inh: 40*

How did O=C(Nc1ccc(Cl)cc1Cl)c1n[nH]c(Cn2cncn2)n1 do in these assays?
AMA1 RON2 block: 78%[activator]; HCMV antiviral: 91; Cycloheximide cs: 12; AmpC inh no detg: -23%; AmpC detergent: 3%; FBPA Giardia inh: -6%; Shiga toxin inh: 5

What do the screens show for `C/C(CC(=O)Nc1ccc(Br)cc1)=N\NC(=O)Cc1csc(N)n1`?
AMA1 RON2 block: 149%[activator]; HCMV antiviral: 20; Cycloheximide cs: 29*; AmpC inh no detg: -12%; AmpC detergent: -4%; FBPA Giardia inh: -14%; Shiga toxin inh: 27

What do the screens show for `O=C(O)c1ccc(N2C(=O)/C(=C/c3ccc(-c4ccc([N+](=O)[O-])cc4)o3)C=C2c2ccccc2)cc1`?
AMA1 RON2 block: -20%; Cycloheximide cs: 9; AmpC inh no detg: -47%; AmpC detergent: inconclusive; FBPA Giardia inh: -10%; Shiga toxin inh: 15

Results for CC1C(=O)Nc2ccccc2N1C(=O)c1ccccc1 (stereo unspecified) ?
AMA1 RON2 block: 13%; HCMV antiviral: -16; Cycloheximide cs: -2; AmpC inh no detg: -22%; AmpC detergent: -9%; FBPA Giardia inh: 2%; Shiga toxin inh: -9

How did COc1cc(/C=N/NC(=O)c2cccs2)ccc1OCc1ccccc1 do in these assays?
AMA1 RON2 block: -9%; HCMV antiviral: 15; Cycloheximide cs: 28*; AmpC inh no detg: -33%; AmpC detergent: -6%; FBPA Giardia inh: -2%; Shiga toxin inh: 53*

How did CCOC(=O)CC(=O)CSCC(=O)Nc1ccc(C)cc1 do in these assays?
AMA1 RON2 block: 5%; HCMV antiviral: 66; Cycloheximide cs: -2; AmpC inh no detg: -23%; AmpC detergent: -10%; FBPA Giardia inh: -1%; Shiga toxin inh: 14

What do the screens show for `Cc1nn(-c2ccccc2)c(C)c1C(=O)OCC(=O)N1CC(=O)Nc2ccccc21`?
AMA1 RON2 block: 40%; HCMV antiviral: -8; Cycloheximide cs: 10; AmpC inh no detg: 14%; AmpC detergent: -6%; FBPA Giardia inh: 1%; Shiga toxin inh: 6

How did Cc1cccc(C)c1NC(=O)CSc1nnc(C)n1-c1ccccc1 do in these assays?
AMA1 RON2 block: 14%; HCMV antiviral: -39; Cycloheximide cs: -1; AmpC inh no detg: -1%; AmpC detergent: inconclusive; FBPA Giardia inh: 10%; Shiga toxin inh: -15

What do the screens show for `CCc1noc(C)c1C(=O)Nc1ccc(-c2nnc3n2CCCCC3)cc1`?
AMA1 RON2 block: -11%; HCMV antiviral: -24; AmpC inh no detg: inconclusive; AmpC detergent: inconclusive

What do the screens show for `COc1ccccc1-c1cc(C(=O)NCc2ccccc2)no1`?
AMA1 RON2 block: -2%; HCMV antiviral: 41; Cycloheximide cs: 10; AmpC inh no detg: -20%; AmpC detergent: -14%; FBPA Giardia inh: -1%; Shiga toxin inh: 19

Results for Cc1ccc(-n2c(SCC(=O)NCC3CCCO3)nc3c(c2=O)SCC3)cc1 (stereo unspecified) ?
AMA1 RON2 block: 1%; HCMV antiviral: -16; Cycloheximide cs: -1; AmpC inh no detg: 1%; AmpC detergent: 4%; FBPA Giardia inh: inconclusive; Shiga toxin inh: -7
